# Screens deposited in PubChem by The Scripps Research Institute Molecular Screening Center.
# PP5 inh: inhibitors of human protein phosphatase 5 (PP5) | P53041 | purified PP5c, OMFP substrate fluorescence | inhibition, % at 6.7 µM | 320,000 compounds, 0.18% hits | AID 1987;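 active means inhibition above the campaign's mean inhibition across all tested compounds plus 3 SD, cut at about 9.5% in these data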;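 further: 0% = DMSO only and 100% = 100 µM cantharidin control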
# Target sequence (P53041 whole entry, looked up): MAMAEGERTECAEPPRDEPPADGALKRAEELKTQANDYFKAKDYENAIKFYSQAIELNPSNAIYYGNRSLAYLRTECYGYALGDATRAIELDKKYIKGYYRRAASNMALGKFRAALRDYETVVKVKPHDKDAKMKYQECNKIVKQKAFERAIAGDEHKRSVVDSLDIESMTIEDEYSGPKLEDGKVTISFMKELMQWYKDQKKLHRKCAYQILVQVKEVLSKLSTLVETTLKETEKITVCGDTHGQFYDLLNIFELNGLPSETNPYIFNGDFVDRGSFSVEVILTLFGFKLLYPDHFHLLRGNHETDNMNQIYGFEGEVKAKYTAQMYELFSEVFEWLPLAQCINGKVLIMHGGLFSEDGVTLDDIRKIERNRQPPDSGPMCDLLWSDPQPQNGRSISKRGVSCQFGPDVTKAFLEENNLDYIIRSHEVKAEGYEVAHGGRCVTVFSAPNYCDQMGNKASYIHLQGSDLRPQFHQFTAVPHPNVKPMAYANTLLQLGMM
# PAFAH2 inh: PAFAH2 (human) inhibition; inhibition, % at 3.39 µM; Q99487; recombinant PAFAH2, FP-rhodamine activity probe, fluorescence polarization; 340,000 compounds, 0.99% hits;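 active means inhibition above the mean over all tested compounds plus 3 SD, cut at about 30% in these data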;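 further: inhibitors block probe labeling of enzyme so polarization drops; 0% = enzyme with DMSO and 100% = wells lacking PAFAH2 protein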
# TPT1 inhibitor: blocks Candida albicans tRNA 2'-phosphotransferase | 300,000 compounds, 0.81% hits | recombinant caTPT1, FP RNA substrate dephosphorylation | inhibition, % at 5 µM;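 active means inhibition above the mean of all tested compounds plus 3 SD, set per screening campaign, cut at about 24% in these data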;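 further: plate controls were DMSO alone for no effect and ferristatin control at 100 nM for full effect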
# core dimer inh: blocks dimerization of HCV core protein; 300,000 compounds, 0.33% hits; TR-FRET GST/Flag-core106 dimerization, 1536-well; inhibition, % at 5 µM;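 active means inhibition above the mean of all tested compounds plus 3 SD, set per screening campaign, cut at about 45% in these data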
#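 System: GST-tagged and Flag-tagged HCV core protein residues 1-106 / Input: core106 proteins, GST 13.5 nM and Flag 17 nM / Buffer or medium: KF-containing HEPES buffer, pH 7.45, DTT, CHAPS, BSA / Probe or stimulus: Eu-anti-GST and XL665-anti-Flag labelled anti-tag antibodies / Schedule: 4 h, 22.5 °C incubation / Technique: TR-FRET 671 and 617 nm emission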
# PP1 inh: counter-screen for PP5 inhibitors: inhibitors of human PP1-alpha; P62136; purified PP1alpha, OMFP fluorescence; inhibition, % at 6.7 µM; 320,000 compounds, 0.9% hits;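 active means inhibition above the mean inhibition of all tested compounds plus 3 SD, computed separately for each screening campaign, cut at about 15% in these data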
# Fh CTSL1 inh: counter-screen for PFM18AAP inhibitors: inhibitors of F. hepatica cathepsin L1 | 300,000 compounds, 0.49% hits | recombinant F. hepatica cathepsin L1, Z-Leu-Arg-MCA fluorescence | AID 1906 | inhibition, % at 5.96 µM;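 active means inhibition above the mean of all tested compounds plus 3 SD, set per screening campaign, cut at about 17% in these data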;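 further: 0% = plate median of test compound wells and 100% = 1 µM Z-Phe-Ala-diazomethylketone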
# procasp7 counter: counter-screen for procaspase-3 activators: activators of human procaspase-7. 330,000 compounds, 0.093% hits. activation, % at 8.5 µM. AID 463210. P55210. recombinant procaspase-7, Ac-DEVD-pNA absorbance 405 nm; D23A/D198A/D206A triple mutant, cannot self-cleave; scale: DMSO 0, 5 µM enzyme 100;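 active means percent activation above the screen-wide mean plus 3 SD, cut at about 25% in these data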
#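 Assay system – Uncleavable procaspase-7 mutant enzyme · Quantity – 2 µM procaspase-7 mutant as dispensed · Times – 1 h preincubation, 2 h reaction · Dosing – single nominal 8.5 µM compound dose, 0.8% DMSO final · Buffer or medium – Zinc-free 50 mM HEPES buffer, pH 7.4, with NaCl and Triton X-100 · Detection – Epi-absorbance of released pNA at 405 nm, two timepoints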
# AHR activator: activates the human aryl hydrocarbon receptor. activation, % at 5 µM. 320,000 compounds, 2.5% hits. AHR-responsive luciferase reporter cells, luminescence; in the data active means activation above about 47%;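 further: 0% = vehicle wells and 100% = reference agonist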
# proCasp3 act: procaspase-3 (human) activation; recombinant procaspase-3 D3A, Ac-DEVD-pNA absorbance 405 nm; activation, % at 8.5 µM; 330,000 compounds, 0.11% hits; AID 463141;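 active means activation above the mean of all tested compounds plus 3 SD, cut at about 21% in these data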;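 further: 0% = DMSO alone and 100% = DMSO wells spiked with extra 5 µM PC-3 D3A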
# Target sequence (P42574 whole entry D9A/D28A/D175A): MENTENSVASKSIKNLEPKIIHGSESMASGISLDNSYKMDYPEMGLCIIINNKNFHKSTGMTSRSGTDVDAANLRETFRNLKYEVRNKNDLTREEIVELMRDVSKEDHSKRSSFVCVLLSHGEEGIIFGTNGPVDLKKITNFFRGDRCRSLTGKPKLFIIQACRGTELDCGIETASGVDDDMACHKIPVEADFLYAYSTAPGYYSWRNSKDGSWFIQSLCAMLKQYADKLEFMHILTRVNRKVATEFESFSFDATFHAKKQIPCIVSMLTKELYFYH
#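 Compound: 8.5 µM single point, 0.8% DMSO / Material: Autoprocessing-dead procaspase-3 D3A mutant enzyme / Timing: 1 h preincubation plus 2 h reaction at 25 °C / Medium: Zinc-free HEPES/NaCl buffer with 0.01% Triton X-100 at pH 7.4 / Technique: 405 nm absorbance of p-nitroaniline, reads at 0 and 120 min / Repeats: one well per compound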
# The depositor's hits bear a star; · = no result given.
SMILES	PP5 inh	PAFAH2 inh	TPT1 inhibitor	core dimer inh	PP1 inh	Fh CTSL1 inh	procasp7 counter	AHR activator	proCasp3 act
COc1cccc(/C=N/NC(=O)CC2C(=O)NN=C2C)c1O (configuration not stated)	-0.9	-1	-3	-3	0	-2	0	-5	4
COc1cccc(C(=O)NNC(=O)C2CC(C)=C(C)CC2C(=O)O)c1 (configuration not stated)	2.6	12	0	-8	-1	-3	-7	6	5
Nc1ccc(-c2nc3ccc([N+](=O)[O-])cc3[nH]2)cc1	12*	-4	4	-9	-1	2	-3	5	-1
Cc1ccc(S(=O)(=O)NCCc2ccncc2)cc1	-1.2	2	-3	-3	-2	-2	4	1	-3
COc1ccc(C(=O)N=C2SC3CS(=O)(=O)CC3N2c2ccc(C(C)=O)cc2)cc1 (configuration not stated)	3.1	2	1	0	0	3	9	0	9
COc1cccc(CNc2ccc(F)c(Cl)c2)c1OC	3.6	12	0	3	0	0	-4	7	-11
COc1cc(/C=C/C(=O)OCC(=O)N2CCCCCC2)ccc1OCC#N	-2.4	17	1	0	-4	-5	0	-1	-1
CCc1c(C)sc(NC(=O)Cc2ccccc2C)c1C(=O)N1CCOCC1	-0.8	-1	-2	12	2	-1	-6	1	4
Cc1ccc2nc(NC(=O)C3CC(=O)N(Cc4ccco4)C3)sc2c1 (configuration not stated)	1.7	-5	3	1	2	-9	1	-11	5
CC1(C)CC(=O)C=C(NNC(=O)OC(C)(C)C)C1	2.6	1	6	0	3	3	0	4	2
NC(=O)CN1C(=O)NC(c2ccccc2)(c2ccccc2)C1=O	-0.5	-1	-3	-2	-3	0	0	-1	1
Cn1c(C(=O)Nc2ccc3c(c2)OCCO3)cc2sccc21	2.2	-1	2	1	2	3	14	42	-1
O=C(O)c1ccc2nnn(O)c2c1	-1.6	-2	-4	-1	-2	-2	4	0	5
CC12CCC(=O)N1C(C(=O)NCCc1ccc(S(N)(=O)=O)cc1)CS2 (configuration not stated)	3.7	3	2	-3	-2	-1	13	-7	-4
CCCNC(=O)c1onc(CS(=O)(=O)c2cc(C)cc(C)c2)c1C(=O)NCCC	·	-6	·	·	·	·	11	9	7
COc1ccc(S(=O)(=O)N2CCN(C3CCN(Cc4ccccc4)CC3)CC2)cc1	0.4	1	1	1	-1	-3	-22	-5	-5
O=C(N[C@@H](Cc1ccccc1)C(=O)CCl)OCc1ccccc1	-0.2	17	-2	23	0	69*	-18	1	-22
CC(C)CNC(=S)Nc1ccc(S(N)(=O)=O)cc1	1.4	0	2	-2	7	-4	-6	-1	2
COc1ccc(-c2nc(CSCC(=O)NCCCN3CCCC3=O)c(C)o2)cc1	-0.7	-12	-3	-6	-3	-6	-7	-2	3
CC(C)CC1(C)NC(=O)N(CC(=O)N2C(C)CCCC2C)C1=O (configuration not stated)	-1.7	-5	·	·	-4	·	17	4	-5
Cc1cccnc1CN1CCN(Cc2nc(C(c3ccccc3)c3ccccc3)no2)CC1	-0.2	2	3	2	-1	0	6	1	6
CC(C)N1CCc2c(sc(N)c2C#N)C1	-0.7	1	30*	7	1	-1	-4	-1	0
Cc1nc2ccc(Oc3ccccc3)cc2s1	1.0	1	-3	4	4	-1	12	-4	3
CCOc1ccc(S(=O)(=O)N2CCCC(C(=O)NCc3ccco3)C2)cc1 (configuration not stated)	2.7	-1	3	1	-1	0	8	-1	-10

# Only proCasp3 act and PP5 inh, for 3 of the compounds above:
canonical_smiles | proCasp3 act | PP5 inh
COc1ccc(S(=O)(=O)N2CCN(C3CCN(Cc4ccccc4)CC3)CC2)cc1 | -5 | 0.4
O=C(N[C@@H](Cc1ccccc1)C(=O)CCl)OCc1ccccc1 | -22 | -0.2
CC(C)CNC(=S)Nc1ccc(S(N)(=O)=O)cc1 | 2 | 1.4

# Following part.
SMILES	PP5 inh	PAFAH2 inh	TPT1 inhibitor	core dimer inh	PP1 inh	Fh CTSL1 inh	procasp7 counter	AHR activator	proCasp3 act
CCOC(=O)c1sc(NC(=O)c2cccc(S(=O)(=O)N3CCc4ccccc43)c2)c(C#N)c1C	-0.8	6	6	23	-3	2	1	8	3
COc1ccc(CNC(=O)[C@H](C)NC(=O)C2CCN(S(=O)(=O)c3ccc(F)cc3)CC2)cc1	-1.9	-1	1	-1	2	0	-6	1	4
CC(=O)C(CC(=O)N1CCCc2ccccc21)C(=O)Nc1ccc(F)cc1 (configuration not stated)	3.9	-2	-5	3	-3	-3	5	5	4
O=C(Cc1ccccc1)Nc1nc(=O)c2ccccc2s1	0.4	11	3	-3	-3	1	-13	-1	-23
Cc1c(CCOC(=O)c2cc([N+](=O)[O-])cc([N+](=O)[O-])c2)sc[n+]1CC(=O)c1ccccc1	-0.7	3	1	2	3	0	0	0	-3
CCn1c(=O)cc(OCC(=O)Nc2ccc(C)cn2)c2ccccc21	-1.0	2	-3	2	1	-4	14	41	4
CN1CCN(C(=O)Cn2ncc3c([nH]c4ccccc43)c2=O)CC1	3.8	-2	3	-6	-1	2	2	1	-6
CC(=O)Nc1ccc(N2CCN(Cc3ccccc3F)CC2)cc1	1.6	-10	-4	-14	0	0	-3	2	3
COc1cccc(OC)c1OCCCCCCN1CCN(C)CC1	-1.1	2	1	-1	1	0	6	2	5
COc1ccccc1CNC(=O)C1CCN(S(=O)(=O)c2ccc(N3CCCC3=O)cc2)CC1	1.3	-3	-1	-5	1	-15	-9	2	6
Cc1cc(C)cc(NC(=O)COC(=O)CCc2ccc(S(=O)(=O)N3CCOCC3)cc2)c1	-2.4	-8	3	2	-1	-9	2	2	-2
CCOC(=O)c1sc2nc(SCC(=O)N(CC)CC)n(CCCN3CCCC3=O)c(=O)c2c1C	0.5	-14	3	6	1	5	4	-3	7
C=CCNC(=S)NNC(=O)C(CCC(C)C)CC(C)O (configuration not stated)	0.2	-1	-4	-5	2	-4	8	7	-2
COc1ccc2cc(CN(CC3COCCO3)S(=O)(=O)c3ccc(Cl)cc3)c(=O)[nH]c2c1 (configuration not stated)	1.8	-9	-9	-1	-5	2	-8	-11	8
O=C(COc1coc(CN2CCCc3ccccc32)cc1=O)Nc1ccccc1	-3.3	3	1	2	-3	2	10	3	2
CCOC(=O)c1c(C)[nH]c(C)c1C(=O)COC(=O)c1cc(OC)c(OC)cc1OC	0.7	3	-2	-2	2	2	-12	2	2
COc1ccc(NC(=S)N2CCCC(c3nc4ccc(C)cc4[nH]3)C2)c(OC)c1 (configuration not stated)	-2.8	-1	3	-1	-2	0	-22	11	-5
Cc1cc(C)nc(-n2nc(C)cc2NC(=O)c2cc3ccccc3oc2=O)n1	-1.8	5	-5	6	-4	-2	3	0	7
Cc1ccc(C)c(N(CC(=O)Nc2ccc(-c3nc4ccc(C)cc4s3)cc2)S(C)(=O)=O)c1	3.2	-3	2	-43	1	2	24	7	24*
COCCNC(C(=O)Nc1ccc([N+](=O)[O-])cc1Br)c1ccccc1 (configuration not stated)	1.3	-7	0	1	-1	-4	0	1	1
COCCNC(=O)C(NC(=O)C1CCC(C)CC1)C(C)C (configuration not stated)	0.1	2	0	0	-2	0	12	0	-5
Cc1ccc(C(=O)COC(=O)c2ccc(-c3cnc4ccccc4n3)cc2)cc1C	0.8	-7	3	-84	3	1	13	3	2
N#CCCN(C(=O)COC(=O)CCN=C1NS(=O)(=O)c2ccccc21)c1ccc(F)cc1	-0.9	-2	0	-1	39*	0	13	0	4
COC(=O)c1ccc(COc2cc([N+](=O)[O-])cc3cccnc23)o1	-0.8	6	0	9	-2	-2	6	3	7
O=C(N/N=C/c1ccccn1)c1ccc([N+](=O)[O-])cc1	0.1	-5	-2	-4	-1	7	4	6	-5
Cc1nnc2n(c1=O)C(CS(=O)(=O)c1ccc3ccccc3c1)CS2 (configuration not stated)	0.1	-14	-2	0	1	4	4	2	-9
c1ccc(Cn2c(-c3cncs3)nc3ccccc32)cc1	1.1	3	-3	-2	-2	-3	7	7	-1
O=C(c1ccc(Cl)cc1)N1CCC(O)(CSc2ccc(Cl)cc2)CC1	4.9	-1	-3	3	4	-2	0	2	-4
COC(=O)c1ccc(CSc2ncnc3c2oc2ccccc23)o1	1.4	-1	-6	1	-2	5	0	3	0
CC(C)OP(=O)(OC(C)C)C(C)NC(=O)Cc1ccccc1 (configuration not stated)	-0.3	3	1	0	-3	-1	-4	0	7
Cn1cnnc1SCC(=O)N1CCC(Cc2ccccc2)CC1	0.6	-1	-5	-2	2	2	-2	0	-2
Cn1nnnc1SCC(=O)Nc1sccc1C(N)=O	·	-1	·	·	·	·	-7	-1	14
CCOc1cc(/C=N/NC(=O)C(=O)Nc2cc(Cl)ccc2C)ccc1O	0.8	0	2	15	-3	2	-5	43	9
CC(C)c1nnc(NC(=O)CCC(=O)Nc2ccc(F)cc2)s1	1.7	-5	-5	-5	-1	2	-8	2	-6
COC(=O)c1ccc(N2NC(=O)/C(=C/c3ccc(OC)c(OC)c3)C2=O)cc1	-2.4	3	2	7	-2	2	-11	0	-13
Cc1nn(Cc2ccc(C(=O)N3CCN(C(=O)c4ccco4)CC3)o2)c(C)c1[N+](=O)[O-]	3.4	2	-1	4	0	-2	-4	-1	9
NC(=O)c1ccsc1NC(=O)CCS(=O)(=O)c1ccc(F)cc1	-2.0	8	-4	0	-4	-3	6	-3	-2
COC(=O)c1c(NC(=O)COC(=O)c2ccc(Cl)cc2[N+](=O)[O-])sc2c1CCCCC2	2.1	-4	-2	17	-3	1	7	0	9
O=C(c1ccc(S(=O)(=O)N2CCCC2)cc1)N1CCN(c2cccc(Cl)c2)CC1	3.2	3	-5	5	4	-2	2	-3	1
Cc1cc(=O)[nH]c(Sc2c(-c3ccccc3)c3ccccc3[nH]c2=O)n1	0.1	11	0	6	0	0	2	0	-1
O=C(O)c1ccc(-n2ccnc2)c([N+](=O)[O-])c1	-2.0	2	-1	-10	1	-3	-3	6	-11
COc1ccccc1N(CC(=O)Nc1ccccc1C(=O)NC(C)C)S(C)(=O)=O	0.8	2	1	-2	-2	0	4	0	3
CSc1ccccc1C(=O)C1CCCN(C(=O)c2ccc(N3CCOCC3)cc2)C1 (configuration not stated)	-1.8	0	-2	5	2	1	5	3	-2

# Compounds were not picked by outcome. Share with any hit: about 5.6%.
